Screening results from PubChem.
CIT2 TOR yeast: modulators of CIT2-GFP expression in yeast, primary screen, S. cerevisiae, GFP fusion, multiplex flow cytometry, MLPCN library | 320,000 tested, 0.065% active | GFP response vs DMSO, % at 10 µM | S. cerevisiae CIT2-GFP strain, 3 h; 100 means same as DMSO wells;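 active = GFP response relative to DMSO above a set limit, near the screen mean plus 3 SD, cut at about 150% in these data; inconclusive = Fewer than 70 cells measured for a yeast strain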;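 note: ratio of well median GFP fluorescence to mean of DMSO wells on the plate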
LAP4-GFP MLPCN: modulators of LAP4-GFP expression in yeast, primary screen, S. cerevisiae, multiplex flow cytometry, MLPCN library. 3 h; median GFP as percent of DMSO wells. GFP response vs DMSO, % at 10 µM. 320,000 tested, 0.34% active;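 active = GFP response vs DMSO above a set limit, about the screen mean plus 3 SD, cut at about 150% in these data; inconclusive = under 70 cell events counted for the yeast strain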
AGP1-GFP MLPCN: modulators of AGP1-GFP expression in yeast TOR pathway, primary screen, cell-based, multiplex flow cytometry, S. cerevisiae, MLPCN library; GFP response vs DMSO, % at 10 µM; 320,000 tested, 0.02% active; 3 h; GFP as percent of DMSO wells;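 active = GFP response relative to DMSO above a set limit, near screen average plus 3 SD, cut at about 150% in these data; inconclusive = fewer than 70 cells counted for the yeast strain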;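 note: median GFP channel fluorescence of the gated AGP1 strain per well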
MEP2-GFP yeast: modulators of MEP2-GFP levels in yeast, primary screen, S. cerevisiae, multiplex flow cytometry, MLPCN library; S. cerevisiae MEP2-GFP strain, 3 h; 100% = DMSO control level; GFP response vs DMSO, % at 10 µM; 330,000 tested, 0.51% active; AID 2016, 2009;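 active = GFP response versus DMSO above a set limit, roughly screen mean plus 3 SD, cut at about 180% in these data; inconclusive = fewer than 70 cells counted for a yeast strain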;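 note: median GFP fluorescence of the barcode-gated MEP2-GFP cells per well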
GRK2 inh: compounds blocking aptamer binding on GRK2 – biochemical, human GRK2, bead flow cytometry, HTS, primary screen | Beta-adrenergic receptor kinase 1 (Homo sapiens), P25098 | FAM-aptamer displacement from GRK2 | inhibition of aptamer binding, % at 10 µM | 330,000 tested, 0.59% active | AID 488847, 2010;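 active = inhibition of aptamer binding above 40%, roughly 3 SD of noise, on plates passing a quality check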;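 note: median bead fluorescence of bound FAM aptamer so fluorescent compounds give negative values; no value below 0 was filed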
Target sequence (P25098 whole entry, looked up): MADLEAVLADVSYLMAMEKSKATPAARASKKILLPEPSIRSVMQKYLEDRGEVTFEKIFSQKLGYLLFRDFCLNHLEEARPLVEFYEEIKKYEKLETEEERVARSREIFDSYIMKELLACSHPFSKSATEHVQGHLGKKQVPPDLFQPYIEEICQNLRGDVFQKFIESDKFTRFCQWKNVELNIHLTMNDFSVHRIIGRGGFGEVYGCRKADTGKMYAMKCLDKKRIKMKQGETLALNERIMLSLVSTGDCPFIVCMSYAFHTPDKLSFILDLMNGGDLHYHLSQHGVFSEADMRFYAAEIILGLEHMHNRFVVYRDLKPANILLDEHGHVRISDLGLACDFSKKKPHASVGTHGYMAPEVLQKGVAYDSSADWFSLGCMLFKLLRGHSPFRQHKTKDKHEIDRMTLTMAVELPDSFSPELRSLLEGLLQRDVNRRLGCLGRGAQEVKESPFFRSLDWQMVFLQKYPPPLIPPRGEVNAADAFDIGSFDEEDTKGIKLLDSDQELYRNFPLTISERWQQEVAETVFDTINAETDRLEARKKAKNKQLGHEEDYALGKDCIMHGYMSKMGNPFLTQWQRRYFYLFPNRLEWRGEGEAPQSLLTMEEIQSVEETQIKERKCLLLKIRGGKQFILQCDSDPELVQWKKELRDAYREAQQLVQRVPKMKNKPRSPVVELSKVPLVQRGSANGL
JMJD2C inh: inhibitors of GASC-1 histone demethylase, primary screen, biochemical, fluorescence, DELFIA europium; Lysine-specific demethylase 4C (Homo sapiens), Q9H3R0; 330,000 tested, 0.069% active; inhibition, % at 2.35 µM; GST-JMJD2C(1-420) H3K9me3 demethylation;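 active = more than half of a compound's replicate wells show inhibition beyond 50%, single wells judged on their own value; inconclusive = some, but no more than half, of replicates pass 50% inhibition; inactive = no replicate passes 50% inhibition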;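 note: signal counts dimethyl H3K9 product captured on neutravidin plate; 0% = median of DMSO wells and 100% = 0.3 times that DMSO median; strong numbers were not always called active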
Target sequence (Q9H3R0 1-420 limits assumed): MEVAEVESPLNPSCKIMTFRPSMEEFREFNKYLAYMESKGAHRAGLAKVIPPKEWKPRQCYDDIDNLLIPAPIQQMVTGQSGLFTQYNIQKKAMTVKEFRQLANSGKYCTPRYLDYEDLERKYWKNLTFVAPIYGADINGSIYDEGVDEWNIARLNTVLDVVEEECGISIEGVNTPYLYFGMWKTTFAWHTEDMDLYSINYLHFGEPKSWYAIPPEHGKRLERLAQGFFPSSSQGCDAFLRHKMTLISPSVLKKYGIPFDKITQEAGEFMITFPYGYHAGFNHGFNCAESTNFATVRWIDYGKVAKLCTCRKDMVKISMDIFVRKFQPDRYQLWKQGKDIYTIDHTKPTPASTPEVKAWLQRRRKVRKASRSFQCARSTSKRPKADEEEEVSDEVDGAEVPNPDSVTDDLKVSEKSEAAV
VLA-4 inh: inhibition in human VLA-4 binding assay, primary screen, VLA-4 allosteric modulator project, MLPCN library, flow cytometry, VLA-4 expressing cells; Integrin alpha-4 (Homo sapiens), P13612; inhibition, % (about 7 µM as worked out from the volumes in the protocol); ligand binding flow cytometry; 330,000 tested, 0.2% active; AID 2557, 2010; in the data active = inhibition above about 50%
RPL19A TOR yeast: RPL19A-GFP expression modulators in yeast, primary screen, cell-based, S. cerevisiae, multiplex flow cytometry, MLPCN. S. cerevisiae RPL19A-GFP strain, 3 h; active compounds read low. percent response vs DMSO, % at 10 µM. 330,000 tested, 0.3% active. AID 2025, 2009;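 active = percent response vs DMSO below 50%; inconclusive = fewer than 70 events counted for the yeast strain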;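 note: median channel GFP fluorescence of the barcoded RPL19A-GFP strain; ratio of sample median GFP to plate DMSO average so 100% = DMSO; lower means less RPL19A-GFP as with rapamycin TOR inhibition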
* = called active by the depositor; ? = inconclusive; . = no result given. This is a random part of the collection. About 1.7% of those tested had a hit in this group.

SMILES	CIT2 TOR yeast	LAP4-GFP MLPCN	AGP1-GFP MLPCN	MEP2-GFP yeast	GRK2 inh	JMJD2C inh	VLA-4 inh	RPL19A TOR yeast
O=C(Nc1ccc(Cl)c(-c2nc3ccccc3[nH]2)c1)c1ccc2c(c1)OCO2	95.6	93.7	100.8	101.8	5.0	0.0	24.8	100.7
Cc1cccc(N(C(=O)c2nsc(Cl)c2Cl)C(C(=O)NC2CCCC2)c2ccc(O)cc2)c1 (stereo not drawn)	105.5	98.5	103.2	112.5	4.0	-5.0	15.5	98.0
CC12CCC(=O)N1C(C(=O)Nc1ccc(SC(F)F)cc1)CS2 (stereo not drawn)	75.5	87.0	81.7	84.3	1.0	?	9.5	83.8
COc1ccc(OC)c(NS(=O)(=O)c2cc(OC)ccc2OC)c1	98.6	103.6	98.9	104.7	1.0	4.1	10.0	96.8
CC(C)CNC(=S)NNC(=O)c1ccccc1OC(F)F	102.2	110.1	108.8	114.4	0.0	2.0	-25.7	109.0
COc1cccc(CC(=O)N2CCCC(CO)(Cc3ccc(F)cc3F)C2)c1 (stereo not drawn)	101.2	95.4	100.1	104.3	3.0	-9.8	-5.5	104.7
COC(=O)c1cc(C(=O)Nc2ccc(Cl)cn2)cc([N+](=O)[O-])c1	103.2	94.9	96.8	103.2	1.0	-12.1	14.2	101.0
CC1CC(=O)C2=C(C1)Nc1ncnn1C2c1ccccc1 (stereo not drawn)	93.5	80.4	111.5	93.8	1.0	5.5	4.1	100.1
COc1ccc(S(=O)(=O)N(C)CC(=O)N2CCC(C(N)=O)CC2)cc1	104.3	99.4	102.8	111.5	0.0	-16.7	6.1	106.3
O=c1c2c(ncn1Cc1ccccc1)nc1n2CCC1	105.8	84.6	97.5	104.5	1.0	-8.1	8.1	107.3
Cc1ccsc1C(C(=O)NC(C)(C)C)N(C(=O)c1csnn1)c1ccccc1 (stereo not drawn)	90.1	94.6	97.1	97.1	2.0	6.1	7.8	92.5
CCc1ccc2[nH]c(=O)c(CN(Cc3ccccc3)Cc3nnnn3Cc3ccco3)cc2c1	101.4	90.2	101.2	99.3	1.0	-0.1	-20.6	94.7
Cc1ccc2cc(C#N)c(N3CCCN(C(=O)C4CCCO4)CC3)nc2c1 (stereo not drawn)	94.5	107.8	97.6	101.6	3.0	16.5	10.0	97.4
CCOCCCNC(=O)NC(=O)CN1CCN(S(=O)(=O)c2ccc3c(c2)OCCO3)CC1	91.2	99.5	106.4	101.8	0.0	-3.4	0.7	97.3
Cc1ccccc1SCC(=O)Nc1ccc(N2CCOCC2)cc1	98.5	109.0	103.8	94.9	1.0	-9.9	0.4	97.8
Cc1ccc(S(=O)(=O)N2[C@@H](c3ccc(C#N)cc3)C(C(=O)O)=C[C@H]2CC2CCCC2)cc1	100.4	98.7	100.9	99.7	1.0	.	34.4	101.7
Cn1cc([C@@H]2C[C@H]3CN(Cc4cccc(Cl)c4)C(=O)[C@]34CCCN24)c2ccccc21	97.8	96.7	101.3	96.2	0.0	0.8	-12.1	106.9
COc1ccc(N2CCN(C(=O)CCNS(=O)(=O)c3cccs3)CC2)cc1	102.2	95.1	98.2	99.4	0.0	0.2	-16.6	96.3
COCCCNC(=O)Cn1cc(/C=C(\C#N)C(=O)N2CCN(c3ccccc3)CC2)c2ccccc21	98.4	85.7	93.9	92.3	1.0	-0.1	6.8	99.6
O=[N+]([O-])c1ccc(OS(=O)(=O)Cc2ccccc2)cc1	93.6	101.7	96.3	91.7	0.0	18.9	-25.6	105.0

Ordered by SMILES length (lowest first): part of the list above.
SMILES	CIT2 TOR yeast	LAP4-GFP MLPCN	AGP1-GFP MLPCN	MEP2-GFP yeast	GRK2 inh	JMJD2C inh	VLA-4 inh	RPL19A TOR yeast
O=c1c2c(ncn1Cc1ccccc1)nc1n2CCC1	105.8	84.6	97.5	104.5	1.0	-8.1	8.1	107.3
O=[N+]([O-])c1ccc(OS(=O)(=O)Cc2ccccc2)cc1	93.6	101.7	96.3	91.7	0.0	18.9	-25.6	105.0
Cc1ccsc1C(C(=O)NC(C)(C)C)N(C(=O)c1csnn1)c1ccccc1 (stereo not drawn)	90.1	94.6	97.1	97.1	2.0	6.1	7.8	92.5

(further entries)
SMILES	CIT2 TOR yeast	LAP4-GFP MLPCN	AGP1-GFP MLPCN	MEP2-GFP yeast	GRK2 inh	JMJD2C inh	VLA-4 inh	RPL19A TOR yeast
COCCn1c(CCc2ccccc2)n[nH]c1=S	106.0	106.0	102.7	99.6	0.0	7.4	16.3	99.1
CCOC(=O)c1c(C)nc2sc(C(=O)Nc3ccc(C(C)=O)cc3)c(N)c2c1-c1ccc(OC)cc1	100.4	101.7	98.8	100.1	21.0	-9.5	-10.5	98.0
COCc1ccc(C(=O)N2CCCCC2C(=O)Nc2ccc(-n3nc(C)cc3C)cc2)o1 (stereo not drawn)	80.3	73.6	79.2	83.8	0.0	6.4	-7.8	93.4
C=CCSc1nc(-c2ccccc2)c(C#N)c(=O)[nH]1	112.5	106.3	110.8	110.3	1.0	-6.5	12.8	110.0
Cc1ccc(C)c(OCC(=O)NCC(C)C)c1C	93.2	85.8	89.2	102.7	22.0	-0.7	-15.4	99.3
O=c1cc(CSc2nnc(COc3ccccc3Cl)o2)nc2sccn12	98.1	95.5	98.5	101.0	0.0	7.5	1.1	94.9
CCOC(=O)c1[nH]c(C)c(C(=O)NCc2ccc(C)cc2)c1C	99.7	106.2	102.9	102.9	0.0	0.5	10.2	100.5
CN(CC(=O)Nc1ccccc1C(=O)Nc1ccccc1)C1CCCCC1	100.0	105.0	101.2	103.7	5.0	2.2	-19.0	99.3
Cc1ccccc1C(=O)c1c[nH]c(C(N)=O)c1	100.3	93.3	100.8	103.3	0.0	3.1	-2.6	97.2
COC(=O)c1c(NC(=O)CC2Nc3ccccc3NC2=O)sc(C)c1C (stereo not drawn)	110.2	100.1	105.7	108.5	0.0	-23.5	-18.6	103.2
CCN1C(=NCCc2ccccn2)N[C@@H](c2cccc(F)c2)C(C(=O)OC)=C1C	64.7	110.3	74.6	93.7	0.0	-0.1	27.8	93.0
COCCNC(=O)c1ccc(N2CCCCC2)c(NS(=O)(=O)c2ccc(C)cc2)c1	100.8	103.0	102.4	100.7	2.0	12.8	-4.6	99.8
CC(=O)Nc1ccc(NC(=O)c2ccco2)cc1	105.2	99.3	102.1	104.3	6.0	4.6	-4.3	98.1
NS(=O)(=O)c1cccc(NC(=O)CCC(=O)c2cccs2)c1	93.8	103.7	95.9	106.2	1.0	-3.4	-1.4	105.6
COc1ccc(C(C)(C)C)cc1NS(=O)(=O)c1cccc2cccnc12	108.4	98.9	105.7	109.6	0.0	-5.4	8.8	109.5
OCc1ccnc2oc3ccccc3c12	91.2	106.1	103.5	101.0	.	11.0	-2.2	97.2
COc1ccc(CNC(=O)COC(=O)c2ccccn2)cc1	101.2	104.8	103.5	98.6	0.0	-19.6	6.3	98.3
COc1ccc(-n2c3c(cc(C(=O)N4CCC(C)CC4)c2=O)C(=O)CC(C)(C)C3)cc1	101.1	105.0	102.5	111.0	0.0	-14.1	11.1	101.3
COc1ccc(-n2c(C)cc(C(=O)CN3C(=O)C(=O)N(Cc4ccccc4)C3=O)c2C)cc1	90.0	103.8	99.1	90.1	3.0	-0.6	-1.0	96.5
NNc1cc(C(=O)O)ccc1Cl	95.0	104.5	93.8	103.5	19.0	1.7	-4.5	95.0
CN(CC#CC1(O)c2ccccc2-c2ccccc21)Cc1ccccc1	85.3	95.8	90.5	94.9	0.0	6.2	9.1	95.2
COC(=O)Nc1ncc(CN2CCc3ccccc3C2)s1	99.6	106.1	102.5	108.8	2.0	4.7	1.8	103.8
CCC(C)c1ccc(OCC(=O)NNC(=O)C2CCCCC2)cc1 (stereo not drawn)	84.0	95.4	93.4	88.6	2.0	-7.3	13.8	93.8
CC(=O)OC1COC(n2ccc3ccccc32)C(OC(C)=O)C1OC(C)=O (stereo not drawn)	81.7	.	97.5	97.7	0.0	2.9	3.9	91.4
COc1ccccc1S(=O)(=O)CC(O)COc1ccc(F)cc1Cl (stereo not drawn)	103.2	98.4	103.8	94.1	0.0	12.2	1.9	97.9
CC1=NN(C(N)=S)C(=O)C1N=Nc1c(C)n(C)n(-c2ccccc2)c1=O (stereo not drawn)	105.3	112.0	106.8	93.3	0.0	-3.2	7.0	99.7
CC(=Nc1ccccc1)C1=C(O)COC1=O	103.5	104.5	105.4	102.5	0.0	9.7	-4.4	99.9
CCO[C@@H]1OC(C(=O)N2CCOCC2)=C[C@H](C2CCCCC2)[C@H]1CCCO	103.5	101.6	105.4	105.7	12.0	1.3	-17.9	101.5
O=C(CCC(=O)OCC(=O)c1ccc(Cl)cc1Cl)Nc1cccc2cccnc12	100.3	98.7	98.0	100.4	0.0	?	0.1	98.6
COc1ccc(C2CC3CC(c4ccccc4)N2O3)cc1 (stereo not drawn)	99.6	95.8	102.9	109.6	1.0	-10.0	9.6	105.1
CCCCc1nnc(SCCSc2nnc(CCCC)n2N)n1N	97.5	95.9	105.9	102.4	1.0	12.9	34.6	99.6
COCCN(C(=O)c1ccccc1OC1CCN(S(C)(=O)=O)CC1)C(C)C	98.4	95.6	101.5	91.0	0.0	6.5	4.1	94.6
COC(=O)c1cn(-c2ccccc2)nc1-c1ccc(OC)cc1	97.5	94.0	96.4	99.0	7.0	-5.5	5.8	105.8
O=C(Cn1cnc2c(nnn2-c2ccccc2)c1=O)NCC1CCCO1 (stereo not drawn)	117.7	104.5	109.3	99.8	0.0	-1.1	-8.2	101.5
O=C(CNC(=O)c1cccs1)N/N=C/c1ccco1	122.4	109.0	128.2	114.5	0.0	-8.1	-0.1	111.8
O=C1NCCn2nc3ccccc3c21	98.6	97.8	99.1	105.7	3.0	1.2	28.8	96.0
O=C(O)c1ccccc1C(=O)c1ccc2c(c1)N(Cc1cccc(F)c1)C(=O)CO2	89.9	103.9	94.5	94.1	0.0	9.3	3.4	92.5
Cc1[nH]c2ccccc2c1C(=O)C(=O)NC1CC1	92.4	89.4	96.1	98.5	0.0	99.0	14.4	97.2
CCn1c(COc2ccc3c(c2)OCO3)nnc1SCC(=O)O	102.2	104.3	113.5	104.9	1.0	4.2	4.0	107.9
Cc1ccccc1CNc1ccc(C(CC(N)=O)NC(=O)c2ccc(Br)cc2)cc1[N+](=O)[O-] (stereo not drawn)	87.5	126.9	82.6	95.5	2.0	75.4	-5.9	100.7
N#CC(C(=O)NC1CCCCC1)=C1CCCCCC1	108.1	95.5	111.2	103.2	4.0	3.2	8.9	107.4
C(=N\Nc1nc(N2CCOCC2)nc(N2CCOCC2)n1)/c1cccnc1	122.7	107.8	123.7	107.6	0.0	3.7	0.8	.
COc1ccc(-c2csc(NC(=O)c3ccccc3S(C)(=O)=O)n2)cc1	90.0	108.3	103.1	96.5	2.0	2.3	-8.3	103.4
COc1cc(/C=C2\SC(N)=NC2=O)ccc1O	106.0	98.8	105.4	106.3	0.0	31.5	-1.0	107.7
CCOC(=O)/C(=N\Nc1cccc(Cl)c1)Sc1nnc(-c2ccc(OC)cc2)n1C	100.0	99.1	96.7	94.9	2.0	-4.6	0.0	100.1
